Assay outcomes deposited in PubChem by several laboratories.
MEKK2 mut-MEK5: signal of MEK5 binding to mutant human MEKK2 PB1 domain; bead flow cytometry, Alexa488-MEK5 binding to MEKK2 mutant; percent response, % at 10 µM; hit rate 0.35% among 290,000; AID 1530; in the data active = percent response above about 24%, passing the limit was not always enough; also: inactives centre near 1; some results filed as inactive read as strong as hits
GalR3 antagonist: antagonists of human GalR3; O60755; HEK293 GalR3-CNG cAMP membrane potential fluorescence; galR3 body fused to GalR1 C-terminus; inhibition, % at 3 µM; hit rate 0.44% among 360,000;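 active = inhibition above the screen-wide average plus 3 SD, cut at about 13% in these data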;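 also: forskolin and galanin both at EC90 stimulate the cells; cAMP rise reported by CNG channel membrane potential dye signal; 0% = forskolin plus galanin with DMSO and 100% = forskolin alone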
Target sequence (O60755 1-299 limits assumed): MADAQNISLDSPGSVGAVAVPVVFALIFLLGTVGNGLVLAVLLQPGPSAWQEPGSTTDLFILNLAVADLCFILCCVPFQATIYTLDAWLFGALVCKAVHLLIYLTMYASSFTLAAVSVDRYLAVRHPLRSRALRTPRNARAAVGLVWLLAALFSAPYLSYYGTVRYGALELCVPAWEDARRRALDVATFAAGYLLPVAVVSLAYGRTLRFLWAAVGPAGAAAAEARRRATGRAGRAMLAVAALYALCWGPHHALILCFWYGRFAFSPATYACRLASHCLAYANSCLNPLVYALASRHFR
MEKK2wt PB1 HTS: raises or lowers MEK5 binding to wildtype human MEKK2 PB1 domain; Q9Y2U5; bead flow cytometry, Alexa488-MEK5 binding to MEKK2 WT; actives lie on both sides; binding response (% of control), % at 10 µM; hit rate 1.1% among 290,000; AID 1531; in the data active = binding response below about 67% or above about 130%
MEKK3 PB1 HTS: raises or lowers MEK5 binding to the human MEKK3 PB1 domain | Q99759 | bead-based flow cytometry, Alexa488-MEK5 binding to MEKK3; actives lie on both sides; 0 = blocked by unlabeled MEK5, 100 = vehicle | binding response (% of control), % at 10 µM | hit rate 1.4% among 290,000 | AID 1529;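 active = binding response more than 3 SD above or below the average of its plate-row segment, actives on both sides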;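 also: Alexa488 bead fluorescence after subtracting the streptavidin-only scavenger bead signal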
Target sequence (Q99759 whole entry, looked up, the tested form may be a part): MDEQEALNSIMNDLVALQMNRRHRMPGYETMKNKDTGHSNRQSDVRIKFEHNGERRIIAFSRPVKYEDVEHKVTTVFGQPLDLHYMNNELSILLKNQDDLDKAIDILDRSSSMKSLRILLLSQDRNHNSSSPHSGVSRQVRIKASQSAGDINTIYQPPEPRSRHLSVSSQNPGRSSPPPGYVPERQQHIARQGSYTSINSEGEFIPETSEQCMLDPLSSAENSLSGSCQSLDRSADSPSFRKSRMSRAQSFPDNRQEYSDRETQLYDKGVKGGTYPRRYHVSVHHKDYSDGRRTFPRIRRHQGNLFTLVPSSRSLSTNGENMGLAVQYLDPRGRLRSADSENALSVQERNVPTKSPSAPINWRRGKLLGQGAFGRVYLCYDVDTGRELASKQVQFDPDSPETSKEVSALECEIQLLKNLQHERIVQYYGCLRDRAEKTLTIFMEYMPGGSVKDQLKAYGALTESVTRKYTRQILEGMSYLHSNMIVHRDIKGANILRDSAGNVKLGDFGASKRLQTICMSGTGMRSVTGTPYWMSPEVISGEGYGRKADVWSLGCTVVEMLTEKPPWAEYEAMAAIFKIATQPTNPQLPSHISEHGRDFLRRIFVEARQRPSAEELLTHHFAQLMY
UBC9 SUMO inh: SUMOylation inhibition; inhibition, % at 35 µM; HTRF SUMOylation assay, SAE1/SAE2 + UBC9, in vitro; P63279; AID 2006; hit rate 0.36% among 290,000; in the data active = inhibition above about 50%, passing the limit was not always enough; also: strong numbers were not always called active
Target sequence (P63279 whole entry, looked up): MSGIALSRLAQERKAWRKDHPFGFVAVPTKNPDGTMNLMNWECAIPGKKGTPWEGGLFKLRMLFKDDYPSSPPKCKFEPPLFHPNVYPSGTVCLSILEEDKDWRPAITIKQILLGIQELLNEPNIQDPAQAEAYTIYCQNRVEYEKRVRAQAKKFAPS
CRFR2-BP ag: agonists of human CRF-binding protein/CRF-R2 receptor complex | HEK293 CRF-R2/CRF-BP, calcium dye fluorescence (FLIPR); percent of saturating CRF peptide response | activation, % at 13.2 µM | hit rate 0.46% among 350,000;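 active = activation of at least 50%, plus an integration ratio under a set limit after plate pattern correction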;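 also: plate controls were neutral control wells without compound for no effect and CRF at EC100 for full effect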
CRFR2-BP antag: CRF-BP/CRF-R2 complex antagonism; HEK293 CRF-R2/CRF-BP, CRF-induced calcium fluorescence; inhibition, % at 11.8 µM; hit rate 0.59% among 350,000; AID 588475;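 active = inhibition of the ligand-induced calcium signal above about 50% at the single tested concentration, limit read from the data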
FID counter: counter-screen for HCV NS3 helicase inhibitors: DNA intercalator displacement; AID 1845; DNA fluorescent intercalator displacement, fluorescence; inhibition, % at 7.9 µM; hit rate 0.17% among 290,000; in the data active = inhibition above about 37%;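 also: 0% = vehicle and 100% = reference compound; higher means more ethidium bromide displaced from hairpin DNA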
HCV NS3 hel inh: HCV NS3 helicase inhibition. NS3 helicase DNA unwinding, Cy5 molecular beacon fluorescence. inhibition, % at 10.9 µM. hit rate 0.56% among 290,000. AID 1800;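 active = inhibition above the mean of all tested compounds plus 3 SD, set per campaign, cut at about 35% in these data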;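 also: 0% = DMSO wells and 100% = thioflavine S control wells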
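Material: hepatitis C virus NS3 helicase domain fragment enzyme; measured by: Cy5 fluorescence, 0 and 60 min reads; control set: DMSO and thioflavine S; incubation: 60 min unwinding reaction at 25 °C after ATP addition; read-out basis: % inhibition from 60/0 min fluorescence ratio, DMSO 0%, thioflavine S 100%; repeats: singlicate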
The depositor's hits bear a star; nt = no result given. This is a subset, so the mix of outcomes need not match the whole.

SMILES	MEKK2 mut-MEK5	GalR3 antagonist	MEKK2wt PB1 HTS	MEKK3 PB1 HTS	UBC9 SUMO inh	CRFR2-BP ag	CRFR2-BP antag	FID counter	HCV NS3 hel inh
CC(C)C(OC(=O)c1ccccc1)c1nccc2ccccc12 (centres undefined)	5.0	-6.5	104.0	108.0	0.3	-1.2	23.2	-34.4	-6.2
CCOC(=O)c1cc(OCC(=O)NC(C)C(C)C)cc(C(=O)OCC)c1 (centres undefined)	2.0	-1.2	98.0	101.0	23.1	-0.9	2.8	-26.2	-2.9
CCCc1nnc(NC(=O)CC(=O)OCC)s1	3.0	0.6	101.0	99.0	-13.1	1.1	-49.3	-12.3	1.2
CCCOC(=O)c1ccc(OC(=O)c2ccco2)cc1	4.0	-6.2	98.0	97.0	-4.4	-0.2	3.0	-8.2	1.9
C/C(=N\N(Cc1ccccc1)c1ccccc1)c1ccncc1	1.0	1.7	102.0	108.0	-11.0	-1.2	-22.3	0.0	-4.3
COc1cccc(NC(=O)C(Sc2nc3ccccc3c(=O)n2CC(C)C)c2ccccc2)c1 (centres undefined)	-15.0	-1.9	100.0	100.0	-5.7	0.7	-1.8	0.9	-6.6
COc1ccc2oc(=O)c(C(=O)N3CCN(c4ccccc4F)CC3)cc2c1	1.0	-1.3	97.0	103.0	-13.6	-0.8	7.5	-11.2	3.3
Cn1nnc2c[n+](CC(=O)c3ccc(Cl)cc3)cc(Br)c21	1.0	2.4	100.0	104.0	31.0	-1.8	1.2	-1.9	-5.5
Cc1c(C)n(-c2ccc(Cl)cc2)c2ncnc(N)c12	-1.0	-7.7	99.0	103.0	8.1	-2.2	-33.5	-6.2	5.6
Cc1cscc1NC(=O)/C=C/C(=O)O	-4.0	-4.7	97.0	96.0	15.7	-2.5	-17.4	-0.1	12.0
CCOc1cc(NC(=O)c2ccco2)c(OCC)cc1NC(=O)COc1ccccc1	-9.0	0.4	89.0	95.0	47.6	-2.6	15.0	-7.9	-1.0
O=[N+]([O-])c1ccc(C(O)CNC(=S)Nc2ccccc2)cc1 (centres undefined)	-12.0	-1.7	79.0	92.0	7.3	7.8	11.0	2.2	1.8
CCOC(=O)c1c(-c2ccc(F)cc2)csc1NC(=O)C1CCCO1 (centres undefined)	-1.0	0.8	96.0	104.0	-7.6	0.2	-25.4	-12.7	-8.4
CCCOc1ccc(C(C)=O)cc1CSCCC#N	-7.0	0.1	94.0	87.0	9.2	-1.5	20.8	-14.2	-1.5
O=c1[nH]c(CSc2nc(-c3ccccc3)cs2)nc2ccccc12	0.0	-12.3	105.0	106.0	14.7	1.9	-0.1	-14.4	-24.0
CCCCn1ccnc1C(=O)c1ccc(S(=O)(=O)N(CCOC)CCOC)cc1	nt	-0.6	nt	nt	3.2	-1.9	14.9	-33.4	-5.2
CCC(Oc1ccccc1)C(=O)Nc1nnc(C(F)(F)F)s1 (centres undefined)	5.0	-2.3	107.0	106.0	10.5	8.0	-3.5	-7.7	-2.0
COc1ccc2c(c1)C1NC(=S)NC(C)(O2)C1C(=O)Nc1ccc(C)cc1C (centres undefined)	-2.0	-11.2	97.0	96.0	-11.8	-2.5	9.7	-3.8	10.7
COc1nc(OC)nc(N2CCC(C(=O)NC3CC3)CC2)n1	-3.0	-4.0	99.0	97.0	7.6	-0.5	9.6	-2.0	11.8
O=C(Nc1cc2c(ccc3ccccc32)oc1=O)C1CCCCC1	-5.0	8.2	97.0	97.0	12.7	0.1	22.8	0.3	11.4
CCc1ncc(CN2CCCC(C(=O)Nc3cccc(-c4cccc(C)c4)c3)C2)cn1 (centres undefined)	5.0	0.0	109.0	99.0	-11.5	-6.2	-30.0	-1.3	-29.8
Cc1ccc2nc(-c3ccc(NC(=S)NCCC(C)C)cc3)sc2c1	-2.0	-3.7	92.0	92.0	nt	-1.9	10.9	0.5	1.9
O=C(NCCC(=O)N1CCC2(CC1)NCCc1[nH]cnc12)c1cccc(Cl)c1	3.0	-4.2	105.0	103.0	nt	0.1	10.5	6.5	24.9
CCOC(=O)C1CCN(C(=O)c2ccccc2NC(=O)c2ccc(Br)cc2)CC1	-1.0	-2.2	106.0	102.0	8.0	0.1	-18.9	-17.8	1.7
NC(=O)Nc1ccc2c(c1)OCCO2	9.0	-4.2	116.0	110.0	12.2	-3.0	7.4	-3.1	-2.5

Sorted by SMILES length (high to low): some entries from above
SMILES	MEKK2 mut-MEK5	GalR3 antagonist	MEKK2wt PB1 HTS	MEKK3 PB1 HTS	UBC9 SUMO inh	CRFR2-BP ag	CRFR2-BP antag	FID counter	HCV NS3 hel inh
COc1cccc(NC(=O)C(Sc2nc3ccccc3c(=O)n2CC(C)C)c2ccccc2)c1 (centres undefined)	-15.0	-1.9	100.0	100.0	-5.7	0.7	-1.8	0.9	-6.6
COc1ccc2c(c1)C1NC(=S)NC(C)(O2)C1C(=O)Nc1ccc(C)cc1C (centres undefined)	-2.0	-11.2	97.0	96.0	-11.8	-2.5	9.7	-3.8	10.7
COc1ccc2oc(=O)c(C(=O)N3CCN(c4ccccc4F)CC3)cc2c1	1.0	-1.3	97.0	103.0	-13.6	-0.8	7.5	-11.2	3.3
O=[N+]([O-])c1ccc(C(O)CNC(=S)Nc2ccccc2)cc1 (centres undefined)	-12.0	-1.7	79.0	92.0	7.3	7.8	11.0	2.2	1.8
COc1nc(OC)nc(N2CCC(C(=O)NC3CC3)CC2)n1	-3.0	-4.0	99.0	97.0	7.6	-0.5	9.6	-2.0	11.8
CC(C)C(OC(=O)c1ccccc1)c1nccc2ccccc12 (centres undefined)	5.0	-6.5	104.0	108.0	0.3	-1.2	23.2	-34.4	-6.2
CCCOC(=O)c1ccc(OC(=O)c2ccco2)cc1	4.0	-6.2	98.0	97.0	-4.4	-0.2	3.0	-8.2	1.9
CCCOc1ccc(C(C)=O)cc1CSCCC#N	-7.0	0.1	94.0	87.0	9.2	-1.5	20.8	-14.2	-1.5

The listing picks up, starting 2 compounds before the break.
SMILES	MEKK2 mut-MEK5	GalR3 antagonist	MEKK2wt PB1 HTS	MEKK3 PB1 HTS	UBC9 SUMO inh	CRFR2-BP ag	CRFR2-BP antag	FID counter	HCV NS3 hel inh
CCOC(=O)C1CCN(C(=O)c2ccccc2NC(=O)c2ccc(Br)cc2)CC1	-1.0	-2.2	106.0	102.0	8.0	0.1	-18.9	-17.8	1.7
NC(=O)Nc1ccc2c(c1)OCCO2	9.0	-4.2	116.0	110.0	12.2	-3.0	7.4	-3.1	-2.5
Cn1c(SCC(=O)NC2CC2)nnc1-c1cccc(NC(=O)c2ccccc2F)c1	0.0	-0.6	101.0	101.0	-2.9	-1.7	7.2	-11.4	-6.9
O=C(Nc1ccc(F)cc1F)N1CCN(C(=O)c2ccco2)CC1	8.0	-0.7	105.0	100.0	0.2	0.1	0.4	-4.4	10.2
CCCC(c1nnnn1Cc1ccccc1)N1CCC(C(N)=O)CC1 (centres undefined)	2.0	4.5	101.0	95.0	-3.5	0.5	-1.8	-5.2	3.9
O=C(c1cccn2c(=O)c3ccccc3nc12)N1CCN(Cc2ccc3c(c2)OCO3)CC1	2.0	-5.6	98.0	98.0	42.6	-1.4	-7.2	-14.6	-5.5
CN(c1cccc(NS(=O)(=O)c2cccc([N+](=O)[O-])c2)c1)S(C)(=O)=O	10.0	-2.2	108.0	103.0	11.8	10.0	5.0	7.0	-1.7
CCOC(=O)c1[nH]c(C)c(/C(O)=C2\C(=O)C(=O)N(CCN(C)C)C2c2cccc(OC)c2OC)c1C (centres undefined)	4.0	-7.8	101.0	101.0	6.8	-1.2	22.6	-1.8	3.3
Cc1c(C(=O)N/N=C/c2ccc(N3CCOCC3)cc2)nc2ccccn12	-10.0	2.2	83.0	89.0	-3.4	-0.2	25.9	-6.6	0.2
Cn1c(=O)c2c(O)cc(=O)[nH]c2n(-c2ccccc2)c1=O	nt	-4.3	nt	nt	19.8	-0.8	22.1	-27.0	17.1
CCCc1cc(=O)n2c([nH]c3ccccc32)c1C#N	-2.0	-8.9	96.0	92.0	7.4	8.4	22.4	-3.7	-7.4
Cc1cc(C)nc(N(C#N)Cc2ccc([N+](=O)[O-])cc2)n1	-9.0	-3.8	93.0	97.0	-3.6	-0.5	-6.9	-1.6	2.5
CC1Cc2ccccc2N1C(=O)c1cnc2sccn2c1=O (centres undefined)	10.0	nt	111.0	104.0	0.6	-0.5	-1.6	-1.1	0.6
CCOC(=O)C1C(=O)OC(C)(C)C1C(C)C(=O)c1ccccc1 (centres undefined)	-1.0	-5.1	91.0	96.0	10.7	-0.2	1.6	-3.4	1.4
CC(Sc1nnc(CC(C)c2ccccc2)n1N)C(N)=O (centres undefined)	7.0	-8.9	100.0	103.0	17.4	-2.4	16.9	-3.8	3.0
COc1ccc(N2C(=O)N(Cc3cccc(F)c3)c3ccccc3S2(=O)=O)cc1	2.0	nt	102.0	119.0	-5.3	nt	nt	-13.1	12.7
Nc1[nH]c2cc([N+](=O)[O-])ccc2c1-c1ccccn1	-9.0	-11.1	97.0	103.0	-10.7	46.1	-86.0	21.7	-7.4
CCc1ccc(C(=O)NNc2cc(Cl)cc(Cl)c2)cc1	-15.0	3.4	94.0	94.0	-3.6	0.2	-5.4	-4.8	-4.2
COCCN=C1NN=C(c2ccc(C)c([N+](=O)[O-])c2)CS1	-2.0	-2.4	101.0	98.0	7.1	-5.1	22.6	3.2	-1.8
CCOc1ccc(NC(=O)c2cn(-c3ccc(OCC)cc3)c(=O)c3cc(OC)c(OC)cc23)cc1	0.0	-2.1	107.0	110.0	-8.8	0.1	-2.8	-6.8	-11.4
CC1CC(C)CN(S(=O)(=O)c2ccc(C(=O)NCc3ccco3)cc2)C1 (centres undefined)	2.0	-1.5	103.0	102.0	-11.0	-1.0	49.2	-23.8	-15.5
CCn1c(=O)n(CC(=O)N2CCN(c3ccccc3F)CC2)c(=O)c2ccccc21	7.0	0.8	106.0	106.0	5.4	-1.4	5.3	-24.2	0.1
CCS(=O)(=O)N1CCC(C(=O)Oc2ccc(C(=O)OC)cc2)CC1	-1.0	-9.6	101.0	104.0	-9.3	-2.4	0.2	-14.0	12.6
O=C(NNS(=O)(=O)c1ccccc1C(F)(F)F)c1cccc(S(=O)(=O)Nc2ccccc2Cl)c1	-1.0	-10.2	109.0	110.0	-4.3	-0.6	-9.3	-23.1	7.1
S=C(Nc1ccc(Cc2ccncc2)cc1)Nc1cccc(Cl)c1	3.0	-6.7	111.0	110.0	7.2	0.7	3.2	-21.1	-0.4
COc1ccc(Cl)cc1Nc1nc(NCCO)nc(N2CCCC2)n1	nt	-2.9	nt	nt	17.7	1.4	-24.8	-0.1	5.6
CC1CCCCN1CCNC(=O)C1CCN(S(=O)(=O)c2cccc3nsnc23)CC1 (centres undefined)	0.0	-4.3	102.0	99.0	-1.6	-0.3	-9.3	8.4	-8.0
CCCC(=O)c1cn(CC(=O)OC)c2ccccc12	0.0	-2.6	102.0	101.0	18.8	-1.2	5.4	-2.2	-3.3
CCOc1ccc(CNC(=O)c2ccc(Sc3ccc(Cl)cc3)c(NC(C)=O)c2)cc1	-2.0	6.8	95.0	93.0	-13.0	0.9	14.9	-25.8	-18.2
O=C(NCC1CCCO1)c1ccccc1 (centres undefined)	-5.0	-3.8	96.0	99.0	-0.3	-0.5	-24.4	-2.7	3.7
FC(F)(F)c1nnc(-c2ccccc2)nc1Sc1ccccc1	-8.0	3.4	98.0	101.0	20.4	2.8	-0.5	0.6	10.2
